GLP1R inv ag = acts as inverse agonist at human GLP-1 receptor; Potency, µM (doses to about 38.3 µM), inactives show at the top dose activity change, negative = inhibition, most hits filed as inhibitors; HEK293 GLP-1R CRE-luciferase, luminescence, 24 h; GLP-1R form is constitutively active; P43220; actives 1.6% (n = 410,000); also: potency is read from the fitted curve at half-maximal effect; % is scaled to controls: 0 for no effect and ±100 for the full control effect; nearly all actives have a fitted effect of over 55% in size
Target sequence (P43220 whole entry, looked up): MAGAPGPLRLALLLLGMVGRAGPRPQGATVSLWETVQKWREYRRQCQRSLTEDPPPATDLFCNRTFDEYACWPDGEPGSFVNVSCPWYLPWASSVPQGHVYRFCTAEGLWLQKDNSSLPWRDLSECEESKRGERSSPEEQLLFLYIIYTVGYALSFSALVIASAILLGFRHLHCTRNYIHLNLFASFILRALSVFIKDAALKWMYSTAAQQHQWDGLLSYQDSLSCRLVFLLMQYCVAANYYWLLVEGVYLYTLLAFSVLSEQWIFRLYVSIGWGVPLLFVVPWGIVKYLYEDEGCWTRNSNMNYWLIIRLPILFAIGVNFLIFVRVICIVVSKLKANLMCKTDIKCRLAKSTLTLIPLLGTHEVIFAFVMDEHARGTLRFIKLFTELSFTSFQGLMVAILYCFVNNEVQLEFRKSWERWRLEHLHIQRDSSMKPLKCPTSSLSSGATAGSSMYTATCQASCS
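Cells are plated, allowed 12 hours at 37 deg C, then treated with compounds for 24 hr before luciferase detection reagent is added and luminescence is read after 12 min at room temperature. The HEK293 line carries constitutively active GLP-1R with a cAMP-responsive reporter.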
PTHR1 ag = activates the human parathyroid hormone receptor PTHR1; Q03431; HEK293 GP2 PTHR1 cells, GloSensor cAMP luminescence, 1 h; Potency, µM (series often up to 115 µM), inactives show at the highest dose activation, usual class: activators; actives 0.075% (n = 410,000); AID 743266; also: potency is read from the fitted curve at half-maximal effect; nearly all actives have a fitted effect of over 55% in size; some results filed as inactive show a strong effect at the top dose; inactives centre near -15; many of its hits are not listed in these tables
Target sequence (Q03431 whole entry, looked up): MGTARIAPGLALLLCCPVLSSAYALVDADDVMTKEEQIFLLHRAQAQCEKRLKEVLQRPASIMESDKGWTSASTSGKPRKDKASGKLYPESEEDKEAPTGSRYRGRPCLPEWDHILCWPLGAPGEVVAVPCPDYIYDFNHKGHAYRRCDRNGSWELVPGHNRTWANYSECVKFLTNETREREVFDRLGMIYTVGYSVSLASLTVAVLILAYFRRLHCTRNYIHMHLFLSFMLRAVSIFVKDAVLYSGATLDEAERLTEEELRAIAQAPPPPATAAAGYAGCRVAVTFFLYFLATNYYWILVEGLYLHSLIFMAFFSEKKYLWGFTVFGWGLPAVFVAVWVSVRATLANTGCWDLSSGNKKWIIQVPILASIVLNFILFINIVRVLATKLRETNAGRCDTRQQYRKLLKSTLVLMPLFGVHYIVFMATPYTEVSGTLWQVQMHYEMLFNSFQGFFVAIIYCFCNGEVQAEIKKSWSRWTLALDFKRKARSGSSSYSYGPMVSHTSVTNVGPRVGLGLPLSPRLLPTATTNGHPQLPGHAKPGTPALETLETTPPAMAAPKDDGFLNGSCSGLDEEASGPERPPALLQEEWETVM
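HEK-293-derived GP2 cells expressing PTHR1 and a GloSensor cAMP reporter, 3,000/well, plated overnight, given luciferin plus IBMX (each 0.5 mM as added) for 1 h at 37 °C, then compound for 1 h at 37 °C. Luminescence was read after 15 min at room temperature.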
pAkt inh = Akt phosphorylation inhibition; AID 651550; Neuro2A IGF-stimulated pAkt S473 HTRF, 20 min; active compounds read low; actives 0.32% (n = 360,000); activity change, % for hits at 50 µM; in the data active = activity change below about -80%; inconclusive = mostly about -51% to -80%; also: % is scaled to controls: 0 for no effect and ±100 for the full control effect
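Single-point screen (50 µM final compound) in Neuro2A cells stimulated 20 min with 6 nM IGF at 37 deg C. After lysis, Ser473-phosphorylated Akt read by HTRF (ex 330 nm, em 615/665 nm) as the 665/615 ratio.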
aSyn yeast inh = alpha-synuclein toxicity inhibition in yeast | Potency, µM (titrated, usually from 46.1 µM), inactives show top-dose growth rescue (activation), most hits filed as activators | actives 0.14% (n = 370,000) | AID 652106 | Yeast expressing alpha-synuclein, growth rescue, BacTiter-Glo, 24 h; also: potency is read from the fitted curve at half-maximal effect; % of control where 0% means no effect; nearly all actives have a fitted effect of over 65% in size
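Rescue of yeast growth: cells expressing toxic alpha-synuclein, induced in galactose at OD600 0.02, incubated with compound 24 h at 30 C. ATP luminescence quantified growth; inhibitors of toxicity appear as activators.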
FUS yeast rescue = FUS proteinopathy suppression in yeast | Potency, µM (doses to about 76.6 µM), without a hit: top-dose growth rescue (activation), most hits filed as activators | actives 0.24% (n = 390,000) | AID 1347120 | S. cerevisiae FUS-expressing, growth rescue, OD600, 24 h;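 also: potency is read from the fitted curve at half-maximal effect; plate controls were DMSO vehicle for no effect and reference control for full effect; nearly all actives have a fitted effect of over 55% in size; some results filed as inactive show a strong effect at the top dose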
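Toxicity suppression screen in FUS-yeast. Cells induced with 2% galactose, starting OD 0.005, treated 24hr at 30C with compounds at multiple final concentrations; growth by OD600.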
GLP1R cytotox = cytotoxicity counter-screen for GLP-1 receptor inverse agonists; HEK293 cAMP-luciferase reporter cells, luminescence, 24 h; Potency, µM (titrated, usually from 38.3 µM), inactives show at the highest dose activity change, negative = inhibition, hits mostly inhibitors; actives 0.13% (n = 410,000); AID 624418;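 also: loss of luciferase light is scored as toxicity; potency is read from the fitted curve at half-maximal effect; % is scaled to controls: 0 for no effect and ±100 for the full control effect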
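Cells in DMEM/10% Nu serum/1% pen-strep, 1536-well format. Pre-incubated 12 h, dosed with 23 nL compound, incubated a further 24 h. Luciferase detection, 12 min at room temp, luminescence.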
Abeta rescue = restores growth of yeast expressing A-beta42 peptide; AID 1347071; Potency, µM (doses to about 46.1 µM), without a hit: at the highest dose growth rescue, hits mostly activators; actives 0.063% (n = 410,000); yeast expressing A-beta42, growth rescue, OD600, 48 h; response scale: 0% DMSO, 100% iron-clioquinol control; also: potency is read from the fitted curve at half-maximal effect; nearly all actives have a fitted effect of over 55% in size
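Growth rescue measured by 600 nm absorbance after 48 h yeast culture at 30 C with compound. Values normalized between DMSO and an equimolar ferric chloride plus clioquinol control.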
Mm-Cpn inhibitor = blocks the Methanococcus maripaludis chaperonin Mm-Cpn; AID 504842; Potency, µM (doses to about 76.9 µM), inactives show at the highest dose activity, negative = inhibition, most hits filed as inhibitors; purified Mm-Cpn ATPase, ADP Transcreener TR-FRET; actives 0.031% (n = 330,000); also: potency is read from the fitted curve at half-maximal effect; % is scaled to controls: 0 for no effect and ±100 for the full control effect; nearly all actives have a fitted effect of over 80% in size
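Purified archaeal chaperonin (25 nM final) was preincubated with compound for 10 min at 37°C, then ATP (10 uM final) was added for 30 min at 37°C in Tris pH 7.4/KCl/MgCl2/DTT buffer. ADP was quantified by HTRF Transcreener TR-FRET.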
TDP-43 yeast inh = inhibitors of TDP-43 toxicity in yeast | actives 1.8% (n = 410,000) | TDP-43 expressing yeast growth rescue, BacTiter-Glo, 24 h | Potency, µM (top dose mostly 46.1 µM), for inactives: top-dose growth rescue (activation), actives largely listed as activators; also: potency is read from the fitted curve at half-maximal effect; % of control where 0% means no effect; nearly all actives have a fitted effect of over 50% in size
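Growth rescue of TDP-43-toxic yeast measured as ATP luminescence (BacTiter-Glo). Cells grown to mid-log in raffinose, induced in galactose at OD600=0.02, exposed to compound 24 hr at 30 deg C.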
An asterisk follows results filed as active; i = inactive; ? = inconclusive; / = not tested or not shown; & = joins results of further samples; [ ] = remark or other dose. Unless noted, calls follow the shape of the dose curve; as a rule, active = well fitted curve in the direction sought with a large enough effect; inconclusive = small, poorly fitted or top-dose-only effect, or another doubt; inactive = no such curve, though single readings can be large; an effect the other way counts as inactive or inconclusive.

| SMILES | TDP-43 yeast inh | pAkt inh | PTHR1 ag | Mm-Cpn inhibitor | aSyn yeast inh | GLP1R cytotox | Abeta rescue | GLP1R inv ag | FUS yeast rescue |
| --- | --- | --- | --- | --- | --- | --- | --- | --- | --- |
| O=C(CCN1C(=O)/C(=C/c2ccc(F)cc2)SC1=S)NCCc1cnc[nH]1 | 1% | i | -12% | 1% | 2% | -6% | 5% | ? | 5% |
| O=C(Nc1cccc2ccccc12)c1cccc(F)c1 | 20% | i | i | 0% | 11% | 0% | 8% | -12% | -1% |
| CC(C)(C)C1CCC2(CC1)C(Nc1cccc(C(F)(F)F)c1)=NC(=S)N2CC#N (configuration not stated) | 13% | i | i | 0% | -18% | -6% | 12% | 0% | -12% |
| O=C1CC(NC(=O)c2ccc(Cl)cc2)C(=O)N1 (configuration not stated) | 5% | i | i | 2% | -2% | -15% | -9% | -5% | -22% |
| CCCCn1c(=NC(C)=O)c(C#N)cc2c(=O)n3cccc(C)c3nc21 | -6% | i | -24% | / | 1% | 108%[activator] | -11% | 32%[activator] | 21% |
| O=C(Cn1c(-c2cccs2)cc2ccccc21)NCc1ccccc1Br | 6% | / | -53%[inhibitor] | / | / | 11% | -28% | ? | 23% |
| O=C(Cn1nc(C(=O)O)c2ccccc2c1=O)Nc1cc(C(F)(F)F)ccc1-n1cncn1 | 11% | i | -2% | 0% | -5% | 4% | 5% | 10% | -9% |
| COc1ccc(Cl)cc1NC(=O)NNC(=O)c1ccccn1 | 4% | i | 5% | 2% | -8% | -16% | 13% | ? | 4% |
| CC1(C)CC(=O)C=C(Nc2ccc(C(=O)O)cc2)C1 | 0% | i | -9%[57.5 µM] | -1% | 6% | 8% | 14% | 21% | 5% |
| Cc1cccc(OCC(=O)NNC(=O)CCN2CCN(c3ccccc3)CC2)c1C | -15% | i | i | 0% | -5% | -6% | -7% | -20% | -4% |
| Cc1cccc(CCNC(=O)c2ccc3c(c2)nc2n3CCC(C)C2)c1 (configuration not stated) | 6% | / | -26% | / | / | -2% | -4% | 2% | -7% |
| Clc1ccc(CNCC2CCCO2)c(Cl)c1 (configuration not stated) | -3% | i | i | / | -4% | 0% | -14% | -18% | -20% |
| NCC(c1ccco1)c1c[nH]c2ccccc12 (configuration not stated) | 13% | i | -25% | 1% | 4% | -7% | 5% | -18% | 33% |
| CC1(C)Cc2c(sc3nc(SCC(=O)NCc4ccccc4)n(-c4ccccc4)c(=O)c23)CS1 | -10% | i | -3%[57.5 µM] | 1% | -3% | -2% | 9% | -10% | 20% |
| CCc1ccc(-c2ccc3nnc(SCC(=O)NCC4CCCO4)n3n2)cc1 (configuration not stated) | 0% | i | i | 0% | -3% | 2% | -20% | ? | 28% |
| O=C(NCc1ccc(Cl)cc1)c1ccc2c(c1)N(Cc1ccccc1F)C(=O)c1ccccc1S2=O (configuration not stated) | 0% | / | -25% | / | / | -9% | -2% | ? | 28µM* |
| Cc1ccc(CCNC(=O)c2ccc3c(c2)N(Cc2cc(C)ccc2C)C(=O)c2ccccc2S3=O)cc1 (configuration not stated) | 2% | / | -8% | / | / | -9% | 0% | -19% | -6% |
| CC(=O)c1ccc(N2CCN(C(=O)c3ccc(OCc4c(C)noc4C)cc3)CC2)cc1 | 12% | i | -13%[57.5 µM] | 2% | -5% | 0% | 6% | 3% | 10% |
| O=C(CNc1ccc2c(c1)OCO2)N/N=C\c1cn(Cc2ccccc2)c2ccccc12 | 12% | i | i | 2% | 11% | -24% | 15% | 2.8µM* | 39% |
| Cc1ccc(S(=O)(=O)N2CCN(c3ccc(C(=O)N4CCOCC4)cc3[N+](=O)[O-])CC2)cc1 | -1% | i | -56%[inhibitor] | -12% | 3% | 5% | -12% | -29% | / |
| O=C(O)c1ccccc1NC(=O)N1c2ccccc2Sc2ccccc21 | 20µM* | / | -23% | / | / | 12% | 30% | 12% | 6% |
| COC(=O)c1c(C(=O)OC)c(-c2ccccc2)n2c1CS(=O)(=O)C2 | -4% | i | i | 0% | 6% | 0% | -4% | 26% | -3% |
| COc1cc(CCCN2C(=S)NC[C@@H]2CCCCN)cc(OC)c1OC | -1% | i | i | / | -4% | -2% | 1% | 5% | -26% |
| CCN1CCC2(CC1)N=C(c1ccc(F)cc1)C(=S)N2C(=O)c1ccc(C(C)(C)C)cc1 | ? | i | i | 1% | 9% | ? | -18% | ? | ? |
| NC(=O)Nc1ccc(C(=O)N2CCN(S(=O)(=O)Cc3ccccc3)CC2)cc1 | -30%[inhibitor] | i | 11% | -3% | -4%[1.84 µM] | 2% | -15% | 12% | -17% |
| Cc1ccc(SCc2nc3ccccc3n2CC(=O)Nc2ccc(Cl)cc2)cc1 | -22% | i | -18% | 1% | -4% | -29% | -3% | 0% | ? |
| COC(=O)[C@]12CCCCC=C1N(Cc1ccc(Cl)cc1Cl)C(=O)[C@H](CC(=O)NCc1cccc(C(F)(F)F)c1)C2 | ? | i | -3% | / | 26% | -18% | 9% | ? | ? |
| COc1cccc2c(C)cc(N3CCCCCC3)nc12 | 2% | i | -21% | 0% | -8% | -19% | -3% | ? | -10% |
| CCc1nnc(NC(=O)c2ccc(-c3ccccc3F)o2)s1 | -16% | i | -10% | -1% | 4% | 9% | -10% | 8% | -10% |
| O=S(=O)(Nc1ncccn1)c1cc(Cl)ccc1Cl | 3% | i | i | -1% | 11% | -1% | 15% | 5% | 1% |

The last 2 records of the section above open the next one:
| SMILES | TDP-43 yeast inh | pAkt inh | PTHR1 ag | Mm-Cpn inhibitor | aSyn yeast inh | GLP1R cytotox | Abeta rescue | GLP1R inv ag | FUS yeast rescue |
| --- | --- | --- | --- | --- | --- | --- | --- | --- | --- |
| CCc1nnc(NC(=O)c2ccc(-c3ccccc3F)o2)s1 | -16% | i | -10% | -1% | 4% | 9% | -10% | 8% | -10% |
| O=S(=O)(Nc1ncccn1)c1cc(Cl)ccc1Cl | 3% | i | i | -1% | 11% | -1% | 15% | 5% | 1% |
| CCCCNC(=O)C[C@@H]1C[C@@]2(C(=O)OCC)CCCC=C2N(CCC2=CCCCC2)C1=O | 35µM* | i | -87%[inhibitor] | / | 0% | 0% | 0% | ? | 34% |
| Nc1ccc(Br)cc1Br | 9% | i | -2% | 1% | 0% | -11% | -3% | 9% | -40% |
| O=C(NN=C1CCCCCC1)c1ccncc1 | -5% | i | i | 0% | -2% | -5% | 12% | -3% | -15% |
| CCCc1ccc(OCc2ccc(C(=O)Nc3ccccc3C(=O)OC)o2)cc1 | 14% | / | i | / | / | -9% | -12% | 53%[activator] | 16% |
| O=C1NCCCN1Cc1ccc(F)cc1 | -8% | i | i | -1% | 5% | -11% | -8% | 0% | 9% |
| CCCCc1nc(NCCN2CCOCC2)c(C#N)c2c1COC(C)(C)C2 | -4% | i | i | -11% | 9% | -13% | -3% | ? | 21% |
| CC(Sc1nnc(-c2ccc(OC(F)F)cc2)n1N)C(=O)NCC1CCCO1 (configuration not stated) | 15% | i | i | 2% | 2% | 3% | 32% | -1% | -4% |
| COc1cc(NC(=S)N2CCN(C(=O)C3CCCO3)CC2)c(OC)cc1Cl (configuration not stated) | 12% | i | -28% | 2% | -4% | 2% | -7% | 15% | -30% |
| CCN(CC)CCCNC(=O)Cn1nc([N+](=O)[O-])c(Cl)c1C | -8% | i | i | 3% | 1% | -5% | -8% | 7% | -23% |
| Cc1ccc(CN2C(=O)N/C(=C\c3ccc(N4CCOCC4)cc3)C2=O)cc1 | 17% | i | i | 0% | 4% | 4%[1.53 µM] | -5% | -2% | 8% |
| O=C(O)COc1ccc(NC(=O)c2ccco2)cc1 | -2% | i | i | -1% | -16% | -20% | 12% | 1% | 6% |
| COc1ccc(NC(=O)c2oc3ccc(S(=O)(=O)N4CCOCC4)cc3c2C)cc1 | 9%&-14% | i | -39%&-54%[inhibitor] | -1% | 2% | -22%&-24% | 0%&-16% | ? | 14%&10% |
| COc1ccc2[nH]c3c4c(ccc3c2c1)C(=O)C=CC4=O | ? | i | -8% | 0% | 0% | 7.9µM* | -89%[inhibitor] | ? | -2% |
| C=CCNc1ncnc2c1ncn2[C@H]1CN(Cc2ccc(F)cc2)C[C@@H](CO)O1 | 1% | i | i | / | -1% | -2% | -13% | 11% | -1% |
| CCOC(=O)C1C(c2ccccc2Cl)NC(=O)N(C)C1(O)C(F)(F)F (configuration not stated) | -15% | i | i | 1% | -2% | 4% | 2% | 5% | 20% |
| CC(=O)NCC(c1ccc2c(c1)OCO2)N1CCN(c2ccccc2)CC1 (configuration not stated) | 10% | / | i | / | / | 3% | 1% | 11% | 8% |
| O=C(COc1ccc(F)cc1)NNC(=O)Cn1ccc(C(F)(F)F)n1 | -5% | i | -91% | 1% | 3% | -14% | -8% | 3% | / |
| CCN(CC)C1CCCCC1NS(=O)(=O)c1ccc(Cl)cc1 (configuration not stated) | 25% | i | -2% | 2% | -5% | 2% | -9% | -8% | -20% |
| O=C(CN1C(=O)NC2(CCc3ccccc32)C1=O)NCc1ccccc1Cl (configuration not stated) | -8% | i | ? | 0% | 0% | 6% | 2% | -15% | -11% |
| COc1ccccc1OCc1ccc(C(=O)c2ccccc2)cc1 | 0% | i | -48%[inhibitor] | -3% | -4% | -19% | -2% | ? | 1% |

Bioassay records (PubChem)

These rows are one share of the data; rates above refer to the full screens.
